OXTR ag = human OXTR agonists, primary screen, fluorescence, CHO-OTR cells, Fluo-8 calcium; activation, % at 3 µM; AID 2435, 2010; Oxytocin receptor (Homo sapiens), P30559; Fluo-8 calcium fluorescence; normalized: DMSO 0%, oxytocin 100%; actives 0.32% (n = 320,000);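 active = activation above the mean of all tested compounds plus 3 SD, cutoff set per screening run, cut at about 20% in these data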;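 also: peak over basal fluorescence ratio from a 100 s FLIPR kinetic read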
Target sequence (P30559 whole entry, looked up): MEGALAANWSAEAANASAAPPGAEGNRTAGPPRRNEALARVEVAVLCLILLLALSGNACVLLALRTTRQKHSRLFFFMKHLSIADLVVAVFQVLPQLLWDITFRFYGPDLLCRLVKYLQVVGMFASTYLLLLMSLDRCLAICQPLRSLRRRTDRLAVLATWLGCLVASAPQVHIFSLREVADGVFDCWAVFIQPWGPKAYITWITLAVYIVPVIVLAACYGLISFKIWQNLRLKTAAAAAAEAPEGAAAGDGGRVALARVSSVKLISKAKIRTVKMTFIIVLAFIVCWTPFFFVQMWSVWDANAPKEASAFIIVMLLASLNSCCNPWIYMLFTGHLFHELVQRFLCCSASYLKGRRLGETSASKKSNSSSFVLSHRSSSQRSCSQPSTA
OXTR potentiator = human OXTR potentiators, primary screen, fluorescence, CHO-OTR cells, Fluo-8 calcium; Oxytocin receptor (Homo sapiens), P30559; Fluo-8 calcium fluorescence, potentiator mode; 0% = oxytocin EC15, 100% = EC100; activation, % at 3 µM; actives 0.061% (n = 320,000); AID 2445, 2010;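 active = activation above that plate's cutoff, the mean activation of tested compounds plus 3 SD, cut at about 6.6% in these data, passing the limit was not always enough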;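 also: 100% uses oxytocin at 75 nM as the full agonist control; some results filed as inactive read as strong as hits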
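Material: CHO-OTR cells, human receptor; compound dosing: single dose, 3.0 µM nominal final compound concentration; schedule: 6 min compound pre-incubation at room temperature, 100 s kinetic read; measured by: kinetic Fluo-8 calcium fluorescence; read-out basis: % activation vs EC15 and EC100 oxytocin; controls: EC15 oxytocin alone as 0%, 75 nM oxytocin as 100%; replicates: singlicate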
CHRM1 antagonist = human M1 muscarinic receptor antagonists, primary screen, CHO-K1 cells, Fluo-8 calcium fluorescence, 1536-well; Muscarinic acetylcholine receptor M1 (Homo sapiens), P11229; CHO-K1 hM1, ACh EC80 antagonist; inhibition, % at 3 µM; actives 1.3% (n = 360,000); AID 588852, 2011;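 active = percent inhibition above its own plate's cutoff, namely the mean of that plate's compound wells plus 3 SD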;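 also: peak over basal fluorescence ratio during 140 s after agonist addition; 0% = ACh EC80 plus DMSO and 100% = DMSO alone without agonist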
Target sequence (P11229 whole entry, looked up): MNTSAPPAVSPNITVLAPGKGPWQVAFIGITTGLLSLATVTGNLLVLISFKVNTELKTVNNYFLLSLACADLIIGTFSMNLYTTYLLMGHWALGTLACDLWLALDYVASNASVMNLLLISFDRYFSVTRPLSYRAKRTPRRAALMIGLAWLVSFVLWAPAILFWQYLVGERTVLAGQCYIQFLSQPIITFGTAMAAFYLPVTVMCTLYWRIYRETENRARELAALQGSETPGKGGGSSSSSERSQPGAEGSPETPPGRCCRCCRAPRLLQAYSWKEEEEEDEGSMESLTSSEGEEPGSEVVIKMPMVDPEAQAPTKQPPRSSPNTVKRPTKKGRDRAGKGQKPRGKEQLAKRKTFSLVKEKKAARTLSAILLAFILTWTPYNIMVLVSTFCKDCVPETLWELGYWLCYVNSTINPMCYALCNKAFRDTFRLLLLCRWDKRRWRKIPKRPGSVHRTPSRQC
M1 PAM = human M1 muscarinic receptor positive allosteric modulators, primary screen, CHO-K1 cells, Fluo-8 calcium fluorescence, 1536-well; Muscarinic acetylcholine receptor M1 (Homo sapiens), P11229; CHO-K1 hM1, ACh EC20; 0% = ACh EC20, 100% = maximal ACh; activation, % at 3 µM; actives 0.088% (n = 360,000); AID 588819, 2011; in the data active = activation above about 19%, passing the limit was not always enough
TAAR1 antagonist = human TAAR1 antagonists, primary screen, Fluo-8 calcium fluorescence, CHO RD-HGA16 cells | Trace amine-associated receptor 1 (Homo sapiens), Q96RJ0 | antagonist | inhibition, % at 3 µM | actives 1.5% (n = 360,000) | AID 624466, 2012;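 active = inhibition above a per-plate cutoff, the mean inhibition of test compounds on that plate plus 3 SD, cut at about 49% in these data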;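 also: 0% = DMSO plus EC80 beta-PEA response and 100% = DMSO alone without agonist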
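Assay system: RD-HGA16 CHO cells with stable hTAAR1 and Gα16 / Reagent: EC80 β-phenethylamine stimulus / Doses: 3 µM, single point / Timing: dye loading 75 min at 37 °C, then 30 min room temperature / Measured by: Fluo-8 intracellular calcium dye fluorescence, real-time kinetic reads / Controls: vehicle wells and EC80 agonist wells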
CHRM1 agonist = human M1 muscarinic receptor agonists, primary screen, Fluo-8 calcium fluorescence, CHO-K1 cells, HTS | CHO-K1 hM1, agonist mode; 0% DMSO, 100% acetylcholine EC100 | actives 0.33% (n = 360,000) | activation, % at 3 µM | Muscarinic acetylcholine receptor M1 (Homo sapiens), P11229;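 active = activation above the run's mean compound activation plus 3 SD, cut at about 16% in these data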;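 also: peak over basal fluorescence ratio within a 140 s kinetic read after compound addition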
V1R ag counter = agonists of human V1a receptor, primary screen, counter-screen for OXTR agonist project, fluorescence, CHO-V1R cells; activation, % at 3 µM; Fluo-8 calcium fluorescence, agonist mode; 0% DMSO, 100% 3 nM vasopressin; AID 2797, 2010; Vasopressin V1a receptor (Homo sapiens), P37288; actives 0.25% (n = 320,000);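 active = activation above the mean activation of all tested compounds plus 3 SD, per screening run, cut at about 20% in these data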;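 also: signal is peak over basal fluorescence ratio across a 100 second FLIPR read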
CHO parental Ca = ATP-evoked calcium signal inhibitors, parental CHO, primary screen, counter-screen for OX1R antagonist project, cell-based, fluorescence, Fluo-8 calcium dye; AID 463079, 2010; parental CHO-K1, ATP-induced calcium, Fluo-8 fluorescence; inhibition, % at 5.6 µM; actives 0.63% (n = 330,000);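 active = inhibition above that plate's mean sample inhibition plus 3 SD, cut at about 26% in these data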;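 also: 0% = ATP-challenged DMSO wells and 100% = DMSO wells without ATP; some compounds past the cut are filed as inactive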
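Material – parental CHO cells · Reagent – ATP stimulus · Compound – single nominal dose of 5.6 µM per compound · Detection – Fluo-8 fluorescence · Read-out basis – percent inhibition of calcium signal · Controls – ATP-challenged DMSO wells low, unchallenged DMSO wells high · Repeats – no replicates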
TAAR1 ag = human TAAR1 agonists, primary screen, Fluo-8 calcium fluorescence, CHO RD-HGA16 cells | activation, % at 3 µM | actives 0.99% (n = 360,000) | vehicle wells 0%, saturating PEA agonist 100%;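 active = activation above the mean activation of all test compounds in the run plus 3 SD, cut at about 38% in these data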
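Test system: RD-HGA16 (CHO) cells co-expressing Gα16 and hTAAR1; dosing: one-point dosing at 3 µM (nominal); timing: 17-24 h seeding, 75 min 37 °C dye, 30 min RT; signal: kinetic Fluo-8 calcium fluorescence; read-out basis: % activation relative to PEA EC100 response; controls: DMSO and PEA EC100; replicates: n 1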
An asterisk follows results filed as active; · = not tested or not shown.

SMILES	OXTR ag	OXTR potentiator	CHRM1 antagonist	M1 PAM	TAAR1 antagonist	CHRM1 agonist	V1R ag counter	CHO parental Ca	TAAR1 ag
O=C(NCCCOc1cccc(CN2CCCCC2)c1)c1ccc(Cl)c(Cl)c1	6.5	-9	16	-16	7	-8	5.5	-33	2
CCNc1ccc(S(=O)(=O)N2CCCCC2)cn1	1.4	-2	-6	1	-13	-3	-0.4	4	-1
OCC1(CCOc2ccccc2)CCN(Cc2cn[nH]c2-c2ccccc2)CC1	2.6	-11	-14	13	-7	-8	1.7	-17	6
CN(c1ccccc1)c1ccc(/C=C/[N+](=O)[O-])cc1	29*	-12	64*	-8	47	23*	15	63*	35
CCc1nnc(NC(=O)c2ccc(COc3ccc(C)cc3)o2)s1	-0.9	-3	4	0	3	-5	-0.4	0	11
CC12CCC(C(=O)Nc3ncc([N+](=O)[O-])s3)(OC1=O)C2(C)C (stereo not given)	4.1	-7	-2	0	·	2	4.3	0	·
CCOC(=O)C1=C(C)N(C)C(=S)N(C)C1c1ccc(OC)cc1 (stereo not given)	-1.4	-10	-1	1	-7	-1	-1.3	-10	-1
Cc1ccc(S(=O)(=O)NC(=O)C2(C)CCN2C(=O)C2CCCCC2)nc1 (stereo not given)	·	·	-7	23	-15	8	·	·	1
Clc1ncnc2[nH]ccc12	·	·	-9	13	-17	5	·	·	7
Cc1oc(-c2cccc(Cl)c2)nc1CS(=O)(=O)CC(=O)NC1CCCC1	-0.2	-17	-4	1	4	0	0.4	-3	0
CC1CCN(S(=O)(=O)c2ccc(C(=O)Nc3ncccc3O)cc2)CC1	-0.9	-7	-4	3	0	-2	1.3	-1	-2
CCOC(=O)N1CCN(C(=O)CCNS(=O)(=O)c2ccc3c(c2)c(=O)n(C)c(=O)n3C)CC1	0.5	-6	-9	3	5	-6	1.0	-12	2
O=C(CCS(=O)(=O)Cc1ccccc1)Nc1nnc(C(F)(F)F)s1	2.8	-3	-22	11	4	2	1.4	-7	2
CCNc1ccc(Br)cc(C(=O)/C=C/c2ccc(Cl)cc2)c1=O	9.8	-3	-7	10	·	0	3.5	-6	·
CCCCc1cc(=O)oc2cc(OC(C)C(=O)NCc3ccccn3)c(Cl)cc12 (stereo not given)	-0.2	0	13	-3	-12	-1	-0.4	-17	-1
CCOC(=O)CSc1nc(C)c(C(C)=O)cc1C(N)=O	-0.8	-8	-7	9	6	-3	1.4	-12	0
CCCCOc1ccc(/C=N/NC(=O)c2csc(C)c2C)cc1	-1.9	-6	17	-7	42	-4	-0.6	-19	2
Cc1cc(-c2ccccc2)n[nH]1	-0.3	-14	-13	11	0	-2	-0.5	-20	1
CC1Cc2ccccc2N1C(=O)CN1CCc2ccccc2C1 (stereo not given)	-0.7	-3	-3	2	14	-4	-0.3	-11	72*
Cc1cc(C)n(-c2nc3sc4c(c3c(=O)[nH]2)CCCC4)n1	-0.5	-6	·	·	·	·	-0.3	6	·
CCCCCCN1C[C@@H](O)[C@H](n2cc(C3CC3)nn2)C[C@@H]1c1ccccc1	·	·	-11	7	-16	-5	·	·	-2
CCc1c(C)c2ccc(OC3CCCCC3=O)cc2oc1=O (stereo not given)	-1.0	-7	6	2	-22	-3	1.1	-16	2
CCn1c(SCC(=O)Nc2cccc(NC(C)=O)c2)nnc1C(C)C	-0.6	-6	-4	2	5	-2	0.2	-8	6
CC(=O)OCC1OC(n2c(S)c(C#N)c(-c3ccccc3)c(C#N)c2=O)C(OC(C)=O)C(OC(C)=O)C1OC(C)=O (stereo not given)	·	·	-4	-1	21	0	·	·	12
CC(/C=C/c1ccccc1)=N\NC(=O)Cn1cncn1	0.4	-2	3	0	-41	-4	0.1	-10	2
O=C(Nc1cccc(-c2ccc(N3CCCCC3)nn2)c1)c1ccc(Br)o1	-2.9	-2	9	-9	32	-7	-1.5	-36	5
COc1ccc(CSc2nnc(N)s2)cc1F	0.8	-6	-2	8	10	-3	0.9	-9	2
C/C(N)=C(/C#N)C(=O)COc1ncnc2ccc(Br)cc12	4.6	-6	5	-1	-20	-1	2.8	-23	4
C[C@H]1CN([C@@H](C)CO)S(=O)(=O)c2ccc(Br)cc2O[C@H]1CN(C)C(=O)Nc1ccccc1F	·	·	-3	2	-12	-2	·	·	4
CCOC(=O)c1sc(N(Cc2ccccc2)C(=O)COC(=O)c2ccc(O)cc2)nc1C	-0.4	-7	8	-3	-19	-3	2.0	-24	0

A second format for part of the listing above:
Second line of a record – OXTR ag, OXTR potentiator, CHRM1 antagonist, M1 PAM, TAAR1 antagonist, CHRM1 agonist, V1R ag counter, CHO parental Ca, TAAR1 ag
> CCCCCCN1C[C@@H](O)[C@H](n2cc(C3CC3)nn2)C[C@@H]1c1ccccc1
  ·, ·, -11, 7, -16, -5, ·, ·, -2
> CCc1c(C)c2ccc(OC3CCCCC3=O)cc2oc1=O (stereo not given)
  -1.0, -7, 6, 2, -22, -3, 1.1, -16, 2
> CCn1c(SCC(=O)Nc2cccc(NC(C)=O)c2)nnc1C(C)C
  -0.6, -6, -4, 2, 5, -2, 0.2, -8, 6
> CC(=O)OCC1OC(n2c(S)c(C#N)c(-c3ccccc3)c(C#N)c2=O)C(OC(C)=O)C(OC(C)=O)C1OC(C)=O (stereo not given)
  ·, ·, -4, -1, 21, 0, ·, ·, 12
> CC(/C=C/c1ccccc1)=N\NC(=O)Cn1cncn1
  0.4, -2, 3, 0, -41, -4, 0.1, -10, 2
> O=C(Nc1cccc(-c2ccc(N3CCCCC3)nn2)c1)c1ccc(Br)o1
  -2.9, -2, 9, -9, 32, -7, -1.5, -36, 5
> COc1ccc(CSc2nnc(N)s2)cc1F
  0.8, -6, -2, 8, 10, -3, 0.9, -9, 2
> C/C(N)=C(/C#N)C(=O)COc1ncnc2ccc(Br)cc12
  4.6, -6, 5, -1, -20, -1, 2.8, -23, 4
> C[C@H]1CN([C@@H](C)CO)S(=O)(=O)c2ccc(Br)cc2O[C@H]1CN(C)C(=O)Nc1ccccc1F
  ·, ·, -3, 2, -12, -2, ·, ·, 4
> CCOC(=O)c1sc(N(Cc2ccccc2)C(=O)COC(=O)c2ccc(O)cc2)nc1C
  -0.4, -7, 8, -3, -19, -3, 2.0, -24, 0

Later entries:
SMILES	OXTR ag	OXTR potentiator	CHRM1 antagonist	M1 PAM	TAAR1 antagonist	CHRM1 agonist	V1R ag counter	CHO parental Ca	TAAR1 ag
Oc1ccc(/C=N/N2CCOCC2)c(O)c1O	0.9	-2	3	5	9	-8	0.3	-1	10
COc1ccc(C2=NCCc3cc(OC)c(OC)cc32)cc1	0.2	-1	-14	7	-4	-10	0.3	-8	0
CCc1ccc(C(O)c2ncc(-c3cccc(C(F)(F)F)c3)[nH]2)cc1 (stereo not given)	·	·	-7	0	-30	-1	·	·	16
CCN=C1SC(C(=O)Nc2cccc(OCC)c2)CC(=O)N1CC (stereo not given)	-0.7	-4	26	-11	74*	-2	6.5	-4	19
CSc1ccc(Cl)c(C(=O)Nc2ccc(OCC(N)=O)cc2)c1	0.0	-2	-4	9	17	-1	0.5	8	1
CCCOn1nnnc1-c1ccccc1	-0.2	-9	2	2	-10	-3	0.0	-2	6
CCCN1CCN(CCCNC(=O)C2CCN(c3nnc(-n4cccc4)s3)CC2)CC1	-0.2	-6	19	-9	-13	-5	-0.5	-17	0
CCOc1ccc(/C=C(\C(=O)O)c2ccc(S(=O)(=O)N3CCCCC3)s2)cc1OC	0.0	-2	-20	8	-4	-1	-0.3	-4	0
COc1ccc(C(=O)OCC(=O)N(C)C2CCS(=O)(=O)C2)cc1S(=O)(=O)N(C)Cc1ccccc1 (stereo not given)	0.3	0	-2	1	-7	-4	0.8	-16	0
Clc1ccc(CON/C=N/c2ncnc3sccc23)c(Cl)c1	4.5	-7	23	-11	24	-1	2.7	23	6
Cc1[nH]n(C(N)=S)c(=O)c1N=Nc1cc(C(F)(F)F)ccc1Cl	3.1	-16	-7	10	-27	-2	2.4	0	13
O=S(=O)(Nc1ccc(Cl)c(Cl)c1)N1CCOCC1	0.9	0	-3	3	-2	-1	-0.8	-8	0
CCCC(C(=O)NC1CCCCC1)N(CC1CCCO1)C(=O)CNS(=O)(=O)c1ccc(F)cc1 (stereo not given)	-2.6	-7	-43	8	-15	-5	-1.1	-37	1
C=CCNCCOc1ccc(C(C)(C)c2ccccc2)cc1	7.9	-10	0	-11	16	-9	1.5	1	9
CC(C)C(=O)Nc1c2c(nn1-c1ccc([N+](=O)[O-])cc1)CS(=O)(=O)C2	0.1	7	-12	9	-2	-3	-0.8	-1	0
C[C@@]12CCC=C[C@H]1[C@H](c1ccc3ccccc3c1Br)N(Cc1ccccc1)C2=O	0.4	-3	-16	13	-16	0	0.8	-42	4
FC(F)(F)c1cnc(COc2ccc(Cl)cc2Cl)c(Cl)c1	-2.2	-9	14	-5	-15	-2	0.1	-15	13
Cc1cc(NC(=O)c2cc(C)on2)no1	0.0	-7	-5	8	-2	-4	0.7	-3	3
CCC(=O)N1CCc2cc(S(=O)(=O)N3CCN(c4ccccc4Cl)CC3)ccc21	-0.8	-7	8	0	-27	-1	0.5	-4	2
Cc1ccc(C(=O)NNC(=O)c2ccc(NS(=O)(=O)c3cccs3)cc2)o1	1.6	2	1	7	-2	-5	1.2	2	12
O=C1Nc2cc(Cl)c(Cl)cc2N(O)N1c1ccccc1	0.6	-4	-4	2	-30	-2	-0.4	-8	12
Cc1ccc(S(=O)(=O)N(C(=N)N)c2nc(N(C)C)nc(N(C)C)n2)cc1	-1.3	1	4	-4	7	-2	-0.6	-11	4
Cc1ccc(NC(=O)CSc2nnc3ccc(-c4cccnc4)nn23)cc1	0.0	-5	13	-7	-1	-4	-0.7	-15	1
